# Screening results: PubChem, National Center for Advancing Translational Sciences (NCATS)
# JMJD2E inh: qHTS Assay for Inhibitors of Human Jumonji Domain Containing 2E (JMJD2E) | Potency, µM (top dose mostly 57.1 µM), inactives show at the top dose activity change, negative = inhibition, actives largely listed as inhibitors | Lysine-specific demethylase 4E (Homo sapiens), B2RXH2 | JMJD2E catalytic domain, FDH-coupled NADH fluorescence (FDH is formaldehyde dehydrogenase) | 1.6% of 230,000 active | AID 2147, 2009; active = well fitted inhibition curve with a large enough effect, not every such curve was filed as active; inconclusive = small, poorly fitted or top-dose-only effect, or another doubt; inactive = no such curve, though single readings can be large or run the other way;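 note: 0% = wells with enzyme and -100% = buffer wells without enzyme; nearly all actives have a fitted effect of over 50% in size; many of its hits are not listed in these tables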
# Target sequence (B2RXH2 1-337 limits assumed): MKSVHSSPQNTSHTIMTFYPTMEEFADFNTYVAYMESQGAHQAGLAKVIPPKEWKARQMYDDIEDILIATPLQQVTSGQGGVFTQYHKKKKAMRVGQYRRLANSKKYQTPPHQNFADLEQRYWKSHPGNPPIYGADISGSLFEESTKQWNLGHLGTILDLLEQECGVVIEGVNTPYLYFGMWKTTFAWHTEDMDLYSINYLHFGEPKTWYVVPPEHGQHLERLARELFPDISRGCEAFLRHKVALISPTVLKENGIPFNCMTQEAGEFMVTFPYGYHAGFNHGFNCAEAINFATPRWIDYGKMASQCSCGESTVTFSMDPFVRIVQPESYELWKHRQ
# GLA spleen mod: qHTS Assay for Inhibitors and Activators of Human alpha-Galactosidase From Spleen Homogenate; Alpha-galactosidase A (Homo sapiens), P06280; human spleen homogenate, 4MU-alpha-Gal fluorescence, 40 min; Potency, µM (doses to about 80 µM), for inactives: top-dose activity change, negative = inhibition, hits mostly inhibitors; 0.008% of 240,000 active; AID 2107, 2009;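 note: 0% = enzyme with vehicle and -100% = no enzyme basal signal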
# Target sequence (P06280 32-429 limits assumed): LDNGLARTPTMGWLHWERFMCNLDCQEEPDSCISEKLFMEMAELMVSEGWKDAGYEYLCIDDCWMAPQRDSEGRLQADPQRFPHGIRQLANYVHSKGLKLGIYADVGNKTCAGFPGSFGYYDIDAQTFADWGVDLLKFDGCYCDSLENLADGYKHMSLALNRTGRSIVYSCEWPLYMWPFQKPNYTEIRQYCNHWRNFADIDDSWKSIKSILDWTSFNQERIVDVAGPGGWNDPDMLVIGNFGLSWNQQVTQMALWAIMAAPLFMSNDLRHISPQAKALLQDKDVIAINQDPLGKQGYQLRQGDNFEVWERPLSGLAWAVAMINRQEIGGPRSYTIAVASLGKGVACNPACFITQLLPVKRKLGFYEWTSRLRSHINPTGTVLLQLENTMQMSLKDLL
#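 Inhibition or activation of alpha-galactosidase in human spleen homogenate is scored by 4-MU fluorescence after 40 min at 37C, pH 5.0, with 1 mM substrate. AC50s come from concentration-response fitted to the Hill equation.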
# GAA glycogen: qHTS Assay for Inhibitors and Activators of Human alpha-Glucosidase Cleavage of Glycogen. Lysosomal alpha-glucosidase (Homo sapiens), P10253. recombinant GAA, glycogen substrate, Amplex Red glucose oxidase fluorescence. Potency, µM (titrated, usually from 76.4 µM), inactives show at the top dose activity change, negative = inhibition, usual class: inhibitors. 0.38% of 300,000 active. AID 2100, 2009;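 note: 0% = full enzyme reaction and -100% = no-enzyme basal signal; the screen sought inhibitors and activators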
#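 Recombinant human enzyme (4 nM); glycogen substrate; 37 C, 40 min, pH 5.0. Readout: coupled glucose oxidase/Amplex Red fluorescence.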
# ALDH1A1 inh: qHTS Assay for Inhibitors of Aldehyde Dehydrogenase 1 (ALDH1A1); Aldehyde dehydrogenase 1A1 (Homo sapiens), P00352; Potency, µM (highest dose often 75.3 µM), for inactives: top-dose activity, negative = inhibition, usual class: inhibitors; AID 1030, 2008; 7.3% of 220,000 active; Purified ALDH1A1, NADH fluorescence, propionaldehyde substrate; active = well fitted inhibition curve with a large enough effect, not every such curve was filed as active; inconclusive = small, poorly fitted or top-dose-only effect, or another doubt; inactive = no such curve, though single readings can be large or run the other way;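 note: plate controls were no enzyme wells and a reference inhibitor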
# GAA inh: qHTS Assay for Inhibitors of Human alpha-Glucosidase as a Potential Chaperone Treatment of Pompe Disease. Lysosomal alpha-glucosidase (Homo sapiens), P10253. purified human GAA, 4-MU-alpha-glucoside fluorescence. Potency, µM (doses to about 76.9 µM), for the others: top-dose activity change, negative = inhibition, most hits filed as inhibitors. 0.005% of 200,000 active. AID 1466, 2008;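 note: plate controls were uninhibited enzyme wells for no effect and no-enzyme background for full effect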
#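 qHTS format, compound range up to 77 uM. Human lysosomal enzyme at 4 nM, 400 uM 4-MU glucoside substrate, pH 5.0, 20 min room temperature; fluorescence after alkaline stop gives activity normalized to controls.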
# GAA spleen mod: qHTS Assay for Inhibitors and Activators of Human alpha-Glucosidase From Spleen Homogenate; Lysosomal alpha-glucosidase (Homo sapiens), P10253; human spleen homogenate, 4-MU-alpha-glucoside fluorescence; Potency, µM (highest dose often 79.9 µM), for inactives: at the highest dose activity change, negative = inhibition, actives largely listed as inhibitors; 0.006% of 240,000 active; AID 2112, 2009;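 note: 0% = enzyme with vehicle and -100% = no enzyme basal signal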
#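 Compounds were titrated against alpha-glucosidase in spleen homogenate at pH 5.0, with 1 mM 4-methylumbelliferyl substrate for 40 min at 37 C. Reactions were quenched with pH 10 NaOH/glycine and fluorescence measured.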
# GoLoco inh red: qHTS Assay for Inhibitors of RGS12 GoLoco Motif Activity (Red Fluorophore); Potency, µM (series often up to 61.6 µM), without a hit: at the top dose activity, negative = inhibition, actives largely listed as inhibitors; Gai1:RGS12 GoLoco peptide FP, rhodamine, 10 min; Guanine nucleotide-binding protein G(i) subunit alpha-1 (Homo sapiens), P63096; AID 880, 2007; 0.44% of 230,000 active; active = well fitted inhibition curve with a large enough effect, not every such curve was filed as active; inactive = no such curve, though single readings can be large or run the other way; note: % is set by controls: 0 for no effect and ±100 for the full control effect; nearly all actives have a fitted effect of over 30% in size; many of its hits are not listed in these tables
# Target sequence (P63096 whole entry, looked up): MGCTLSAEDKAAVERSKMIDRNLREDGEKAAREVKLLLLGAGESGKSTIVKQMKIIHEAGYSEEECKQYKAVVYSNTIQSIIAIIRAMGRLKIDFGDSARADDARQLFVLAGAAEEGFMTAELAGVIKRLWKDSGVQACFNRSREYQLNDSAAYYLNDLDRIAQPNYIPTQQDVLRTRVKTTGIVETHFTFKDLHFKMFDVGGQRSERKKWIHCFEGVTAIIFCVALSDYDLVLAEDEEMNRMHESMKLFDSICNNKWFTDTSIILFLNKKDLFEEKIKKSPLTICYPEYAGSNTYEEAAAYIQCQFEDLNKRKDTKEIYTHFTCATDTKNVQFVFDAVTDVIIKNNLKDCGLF
# SMN2 splice up: qHTS Assay for Enhancers of SMN2 Splice Variant Expression | HEK293 SMN2-luciferase splicing reporter, luminescence, 30-36 h | Potency, µM (doses to about 46.1 µM), for the others: at the top dose activity change, positive = activation, actives largely listed as activators | 2.8% of 210,000 active | AID 1458, 2008; note: % of control where 0% means no effect; nearly all actives have a fitted effect of over 55% in size
#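 HEK293 cells carry an SMN2 […]–luciferase reporter in which exon 7 inclusion puts luciferase in frame. Cells were plated 10-12 h before compound addition, then incubated 30-36 h at 37C. ONE-Glo luminescence was read; sodium butyrate at 4.5 mM final served as control.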
# * hit, by the source's call; ? = inconclusive; nt = not tested or not shown; & = joins results of further samples; [ ] = dose if it differs, or a comment. Unless noted, calls come from the whole dose curve; as a rule, active = well fitted curve in the direction sought with a large enough effect; inconclusive = small, poorly fitted or top-dose-only effect, or another doubt; inactive = no such curve, though single readings can be large; an effect the other way counts as inactive or inconclusive. Potency is the fitted concentration of half-maximal effect. The list is partial (hit frequency here may not be typical).
# Fields: JMJD2E inh	GLA spleen mod	GAA glycogen	ALDH1A1 inh	GAA inh	GAA spleen mod	GoLoco inh red	SMN2 splice up
COC(=O)c1ccc(C23CC4(C2)[C@H](CN(Cc2ccc(-c5ccccc5)cc2)[C@@H]4c2ccccc2)C3c2ccccc2)cc1 (some centres not stated)
  ?	4%&0%	-3%	-10%	nt	-7%&1%	12%&-1%	-1%
Nc1ccccc1Sc1ccccc1[N+](=O)[O-]
  0%	2%	2%	-14%	2%	0%	3%	-60%[inhibitor]
CN1C(=O)C(O)(C2COC(C)(C)CC2=O)c2cc(Br)ccc21 (configuration not stated)
  -2%	-11%	-11%	2%	-1%	-4%	-9%	?
Fc1ccc2nc(Nc3nc4cc5c(cc4s3)OCO5)sc2c1
  324%[activator]	3%	7%	?	2%	4%	-18%	11µM*
CCCCC/C=C\C=C\[C@H](O)CCCCCCCC(=O)O
  nt	-10%	nt	8%	nt	-1%	0%	-6%
Cc1cc(C)nc(NC2=NCC(=O)N2c2ccc(F)c(Cl)c2)n1
  5%	8%	1%	-1%	1%	-11%	7%	?
O=c1cc(-c2ccccc2)[nH]c2nc(Cl)ccc12
  ?	-7%	nt	0%	nt	-13%	18%	15%
O=C(/C=C/c1c(Cl)cccc1Cl)N1CCN(c2ncccn2)CC1
  -9%	11%	4%	?	-9%	-8%	3%	30%
O=C1CCCCC1Sc1nnc(Cc2cccs2)n1CCc1ccccc1 (configuration not stated)
  -4%	7%	-20%	-11%	-7%	3%	3%	-8%
Cc1ccc(NC(=O)CCN2CCN(C/C=C/c3ccccc3)CC2)cc1
  14%	2%	2%	5%	-5%	-24%	7%	-25%
CCCOc1ccc(C(=O)NCC(c2ccco2)N(C)C)cc1 (configuration not stated)
  10%	-2%	11%	?	-8%	-3%	12%	12%
CC(C)C(C)NC(=O)COc1ccc(-c2ccccc2)cc1 (configuration not stated)
  7%	1%	0%	4%	-3%	1%	10%	-40%[inhibitor]
CC(=O)NCCC(=O)N1CCc2c([nH]c3ccccc23)C1c1cccc(Cl)c1 (configuration not stated)
  ?	4%	16%	-10%	9%	6%	13%	nt
CCN1CCN(c2ccc(NC(=O)c3cnccn3)cc2)CC1
  6%	3%	2%	-1%	3%	0%	8%	11µM*
Clc1ccccc1-c1nc2ccccc2c2nc3ccccc3n12
  -2%	4%	1%	6%	5%	-5%	-8%	-4%

# Filtered by structure: those above containing sulfur (3)
# Fields: JMJD2E inh	GLA spleen mod	GAA glycogen	ALDH1A1 inh	GAA inh	GAA spleen mod	GoLoco inh red	SMN2 splice up
Nc1ccccc1Sc1ccccc1[N+](=O)[O-]
  0%	2%	2%	-14%	2%	0%	3%	-60%[inhibitor]
Fc1ccc2nc(Nc3nc4cc5c(cc4s3)OCO5)sc2c1
  324%[activator]	3%	7%	?	2%	4%	-18%	11µM*
O=C1CCCCC1Sc1nnc(Cc2cccs2)n1CCc1ccccc1 (configuration not stated)
  -4%	7%	-20%	-11%	-7%	3%	3%	-8%

# The results go on:
# Fields: JMJD2E inh	GLA spleen mod	GAA glycogen	ALDH1A1 inh	GAA inh	GAA spleen mod	GoLoco inh red	SMN2 splice up
O=C(NC(C(=O)c1ccccc1)N1CCCCC1)c1ccccc1 (configuration not stated)
  2%	10%	0%	?	-6%	5%	8%	?
Cn1c(-c2ccc3c(c2)OCO3)cnc1NCc1ccccc1
  ?	2%	?	?	8%	-1%	5%	13%
Cc1ccc(NC(=O)CSc2ccc3nnc(CCNC(=O)c4ccccc4)n3n2)c(C)c1
  -4%	-4%	2%	0%	0%	-1%	6%	1%
CC(C)N=C(N)/N=C(\N)Nc1ccc(Cl)cc1
  4%[25.5 µM]	-9%[29.1 µM]	nt	5%[20.9 µM]	nt	4%[29.1 µM]	4%[21.6 µM]	-4%[20.6 µM]
Cn1c(=S)[nH]c2c(c1=O)C(C)(C)Cc1ccccc1-2
  -19%	5%	-11%	8.9µM*	-11%	nt	8%	-30%
CCc1ccccc1NC(=S)N(CCCN(C)C)Cc1cc2cc3c(cc2[nH]c1=O)OCO3
  ?	17%	-3%	?	34%	4%	18%	-1%
O=S(=O)([O-])C/C(=C\c1ccc(Cl)cc1)c1cc[n+](CCO)cc1
  ?	2%	30%	1%	-1%	5%	6%	7%
Cc1cnc(-c2nnc(N(C)C(=O)C3CCOC3)s2)cn1 (configuration not stated)
  ?	-1%	2%	?	-1%	-4%	9%	?
COc1ccc(NC(=O)c2cc3c(s2)CCC(C)C3)cc1S(=O)(=O)N1CCOCC1 (configuration not stated)
  ?	-1%	3%	16µM*	?	-4%	3%	-65%[inhibitor]
CCCOC(=O)Nc1ccc(S(=O)(=O)Nc2ncccn2)cc1
  2%	-1%	9%	nt	nt	2%	7%	nt
CN1C(=O)N(C)C2(c3ccccc3)Nn3c(s/c(=C/c4ccco4)c3=O)=NC12c1ccccc1 (configuration not stated)
  4%	?	-20%	?	5%	5%	120%[activator]	?
CC(=O)NC(=S)Nc1ccc(NC(=O)c2cccs2)cc1
  0%	3%	-2%	-13%	4%	-8%	-9%	?
COc1ccc(-c2nc(SCC(=O)N3CCOCC3)n[nH]2)cc1
  7%	-4%	2%	13%	6%	6%	3%	11%
O=c1c2nncn2c2cccnc2n1CCNc1ncc(C(F)(F)F)cc1Cl
  8%	6%	-4%	nt	nt	-2%	14%	nt
CN(C)C(=O)C[n+]1ccc(C(N)=O)cc1
  9%	-4%	1%	nt	nt	-2%	3%	nt

# Complete entries from above:
# `COc1ccc(NC(=O)c2cc3c(s2)CCC(C)C3)cc1S(=O)(=O)N1CCOCC1` (configuration not stated) is listed with JMJD2E inh = ?; GLA spleen mod = -1%; GAA glycogen = 3%; ALDH1A1 inh = 16µM*; GAA inh = ?; GAA spleen mod = -4%; GoLoco inh red = 3%; SMN2 splice up = -65%[inhibitor]
# `CCc1ccccc1NC(=S)N(CCCN(C)C)Cc1cc2cc3c(cc2[nH]c1=O)OCO3` is listed with JMJD2E inh = ?; GLA spleen mod = 17%; GAA glycogen = -3%; ALDH1A1 inh = ?; GAA inh = 34%; GAA spleen mod = 4%; GoLoco inh red = 18%; SMN2 splice up = -1%

# New compounds follow.
# Fields: JMJD2E inh	GLA spleen mod	GAA glycogen	ALDH1A1 inh	GAA inh	GAA spleen mod	GoLoco inh red	SMN2 splice up
COc1ccc(NC(=O)CN2CC(C)OC(C)C2)cc1Cl (configuration not stated)
  3%	3%	5%	5%	-5%	0%	-8%	2%
COc1ccc(NC(=O)CCCN2C(=O)C3C4C=CC(C4)C3C2=O)c(OC)c1 (configuration not stated)
  -2%	-23%	7%	13µM*	-10%	-3%	11%	9%
COC(=O)Nc1ccc(S(=O)(=O)n2cnc3ccccc32)cc1
  7%	17%	10%	15%	3%	5%	-5%	-31%
CCn1c(=O)n(CC(=O)Nc2cc(OC)c(OC)c(OC)c2)c(=O)c2ccccc21
  -14%	-11%	-4%	-9%	8%	-8%	7%	7%
COc1ccc(CN2CCN(c3ccc(F)cc3)CC2)c(OC)c1OC
  0%	2%	0%	-1%	-2%	-13%	0%	-66%[inhibitor]
c1ccc(COC2CCCN(Cc3nc(-c4cnccn4)no3)C2)nc1 (configuration not stated)
  -29%	-1%	0%	?	-5%	-9%	-4%	nt
CC(=O)N(c1ccc(C)cc1)C1C=CS(=O)(=O)C1 (configuration not stated)
  5%	1%	3%	-1%	-6%[15.4 µM]	-3%	-2%	-7%
O=C(Oc1ccc2c(-c3ccccc3)cc(=O)oc2c1)c1cccs1
  -7%	3%	-6%	11µM*	-2%	5%	5%	-2%
CCOC(=O)C1CCCN(Cc2c(C(=O)N3CCOCC3)nc3ccccn23)C1 (configuration not stated)
  -3%	0%	14%	0%	0%	-4%	-8%	nt
Cc1cc(=O)n2[nH]c(N3C(=O)CCC3=O)nc2n1
  3%	4%	-3%	4%	2%	5%	5%	-5%
O=C(N/N=C/c1ccsc1)c1ccc2ccccc2n1
  -2%	5%	-14%	-10%	2%	-16%	12%	27%
Cc1cc(C(=O)OC(C)C(=O)Nc2cccc(S(=O)(=O)N3CCOCC3)c2)c(C)o1 (configuration not stated)
  1%	-7%	-1%	-10%	-11%	-9%	4%	-3%
COc1ccc(NC(=O)COC(=O)c2ccc(N3CCCC3=O)cc2)cc1OC
  1%	4%	-14%	3%	-4%	0%	-4%	-1%
CCC1=C(OC(=O)N(CC)CC)N2C(=O)OC(=NCCOC)[C@]2(Cc2ccccc2)[C@H]2C1=CC[C@H]1C(=O)N(CC)C(=O)[C@H]12
  0%&4%	-3%&-4%	-4%	-2%	nt	-1%&-5%	-1%&2%	-11%
CCCc1cc(=O)[nH]c(SCC(=O)c2[nH]c(C)c(C(=O)OCC)c2C)n1
  -3%	-8%	11%	?	-3%	-15%	10%	-24%
O=C(Nc1cccc(-c2cn3ccccc3n2)c1)c1cccc(Cl)c1
  ?	0%	-10%	?	3%	-11%	5%	-21%
Cc1cc(OCCCC(=O)N2CCCCC2)cc(C)c1Cl
  -1%	-5%	1%	?	-1%	-11%	5%	-27%
Cc1noc(C)c1S(=O)(=O)N1CCc2nc(COc3ccccc3)c3c(c2C1)CO[C@@H](C)C3
  -2%[11.4 µM]	-15%[17.5 µM]	nt	-13%[13.5 µM]	nt	-21%[17.4 µM]	3%[14.2 µM]	-10%[9.22 µM]
CC(NC(=O)c1ccco1)C(=O)OC(C)C(=O)NCc1ccccc1 (configuration not stated)
  8%	10%	2%	4%	-1%	6%	8%	0%
COc1ccc(-n2c(N)c(-c3nc4ccccc4n3C)sc2=S)cc1
  -26%	-2%	0%	?	-3%	-6%	3%	-21%
